Screening results deposited in PubChem by several laboratories.
Rv3671c protease: inhibits the M. tuberculosis serine protease Rv3671c; hit rate 0.048% among 320,000; inhibition, % at 5.96 µM; AID 2606; P9WHR9; in the data active = inhibition above about 38%;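 note: extracellular domain of Rv3671c used as enzyme; 0% = enzyme with DMSO and 100% = no enzyme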
Target sequence (P9WHR9 whole entry, looked up, the tested form may be a part): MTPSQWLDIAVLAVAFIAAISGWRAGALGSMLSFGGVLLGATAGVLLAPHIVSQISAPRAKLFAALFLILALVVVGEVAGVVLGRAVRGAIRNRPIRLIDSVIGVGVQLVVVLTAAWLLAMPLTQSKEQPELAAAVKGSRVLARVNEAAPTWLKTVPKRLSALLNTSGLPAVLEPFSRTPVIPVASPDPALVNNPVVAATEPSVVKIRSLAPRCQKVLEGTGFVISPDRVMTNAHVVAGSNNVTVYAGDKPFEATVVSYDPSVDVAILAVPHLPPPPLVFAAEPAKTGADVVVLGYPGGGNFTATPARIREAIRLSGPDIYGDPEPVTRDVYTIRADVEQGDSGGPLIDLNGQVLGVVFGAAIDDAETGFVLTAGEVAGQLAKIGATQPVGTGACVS
3CLpro inhibitor: SARS-CoV 3CLpro protease inhibition; P0C6X7; inhibition, % at 6 µM; hit rate 0.14% among 290,000; recombinant SARS-CoV 3CLpro, quenched FRET peptide cleavage; in the data active = inhibition above about 12%
UGM FP inh: blocks M. tuberculosis UGM enzyme; P9WIQ1; purified UGM, fluorescence polarization probe displacement; inhibition, % at 10 µM; hit rate 0.06% among 320,000; AID 504406; in the data active = inhibition above about 10%, passing the limit was not always enough
FBA Mtb inh: Mtb fructose-bisphosphate aldolase inhibition; P9WQA3; purified M. tuberculosis FBA, fluorescence read-out; inhibition, % at 1 µM; hit rate 2.3% among 360,000; AID 588726; in the data active = inhibition above about 27%;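 note: 0% = vehicle and 100% = reference inhibitor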
Target sequence (P9WQA3 whole entry, looked up): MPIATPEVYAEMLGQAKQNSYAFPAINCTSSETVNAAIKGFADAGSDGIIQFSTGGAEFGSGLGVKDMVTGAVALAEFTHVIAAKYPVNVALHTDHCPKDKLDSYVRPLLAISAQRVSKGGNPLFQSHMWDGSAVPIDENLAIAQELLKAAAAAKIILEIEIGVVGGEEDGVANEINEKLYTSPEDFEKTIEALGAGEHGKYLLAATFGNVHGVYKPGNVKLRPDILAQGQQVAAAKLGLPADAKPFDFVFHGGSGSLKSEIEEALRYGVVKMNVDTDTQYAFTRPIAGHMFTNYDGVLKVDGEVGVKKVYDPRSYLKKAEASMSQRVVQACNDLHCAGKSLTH
Vc quorum ag: quorum light induction in luxS cqsA deficient V. cholerae | V. cholerae BH1578 lux reporter, luminescence, 6 h | activation, % at 18.7 µM | hit rate 0.16% among 350,000; in the data active = activation mostly above about 9.7%, no sharp cut-off; note: not every result past the cut was called active; inactives centre near 0; reference of the scale not given here
GDH-TPI counter: counter-screen for M. tuberculosis FBA inhibitors: GDH-TPI coupled enzymes; GDH-TPI coupled enzyme counterscreen, NADH absorbance; inhibition, % at 4.8 µM; hit rate 1.2% among 360,000; in the data active = inhibition above about 30%;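 note: 0% = DMSO wells and 100% = wells lacking the enzyme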
Mtb BioA inh: inhibitors of Mycobacterium tuberculosis BioA enzyme; purified M. tuberculosis BioA enzyme, plate reader; inhibition, % at 9.99 µM; hit rate 0.096% among 360,000; in the data active = inhibition above about 40%
VHR inh abs: DUSP3 (human) phosphatase inhibition; recombinant VHR phosphatase, pNPP absorbance; inhibition, % at 13.3 µM; hit rate 0.52% among 290,000; AID 1654; in the data active = inhibition above about 50%; note: some compounds called inactive have numbers as strong as hits
Target sequence (P51452 whole entry, looked up): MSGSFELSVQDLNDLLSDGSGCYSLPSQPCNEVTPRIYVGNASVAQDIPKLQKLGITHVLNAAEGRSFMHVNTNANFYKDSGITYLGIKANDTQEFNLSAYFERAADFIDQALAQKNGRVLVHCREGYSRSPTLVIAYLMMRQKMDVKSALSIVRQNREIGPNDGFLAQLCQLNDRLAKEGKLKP
MazF activator: increases E. coli MazEF RNase cleavage of RNA; FAM/BHQ RNA-DNA oligo cleavage fluorescence, 5 h; hit rate 0.32% among 350,000; activation, % at 20 µM; in the data active = activation above about 50%
Target sequence (P0AE70 whole entry, looked up): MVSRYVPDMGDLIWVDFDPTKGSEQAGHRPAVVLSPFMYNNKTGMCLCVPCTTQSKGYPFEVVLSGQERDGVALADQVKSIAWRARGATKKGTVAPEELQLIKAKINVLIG
SSB-PriA inh: K. pneumoniae PriA-SSBct interaction inhibition; AID 1272365; AlphaScreen SSBct-PriA binding, biotinylated peptide; hit rate 0.6% among 430,000; inhibition, % at 33 µM; in the data active = inhibition mostly above about 37%, no sharp cut-off; inactive = mostly below about 20%;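 note: plate controls were negative control peptide for no effect and reference peptide for full effect; strong numbers were not always called active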
* marks the source's active call; other numbers are inactive results; & = joins results of further samples. This is a subset; the hit share may differ from the screen's.

O=C(CCC(=O)N1CCOc2ccc(Cl)cc21)NCCCN1CCC(Cc2ccccc2)CC1 was read as Rv3671c protease 2, 3CLpro inhibitor -1, UGM FP inh 0.7, FBA Mtb inh -1, Vc quorum ag -0.1, GDH-TPI counter -5, Mtb BioA inh 1.3, VHR inh abs 21, MazF activator 28 and SSB-PriA inh -11.
Screening Cc1cn([C@H]2C[C@H](O)[C@@H](CCC(=O)NCCc3c[nH]c4ccccc34)O2)c(=O)[nH]c1=O returned FBA Mtb inh -1, Vc quorum ag -2.0, GDH-TPI counter 7, Mtb BioA inh -2.4, MazF activator 16 and SSB-PriA inh -11.
For Cc1ccc(C(=O)N2CCCC(CCC(=O)NCc3ccccc3F)C2)cn1 (centres undefined) the results were Rv3671c protease 0, 3CLpro inhibitor -3, UGM FP inh 0.5, FBA Mtb inh 2, Vc quorum ag inactive, GDH-TPI counter -12, Mtb BioA inh 2.0, VHR inh abs 20, MazF activator 1 and SSB-PriA inh 2.
For CC[n+]1c(/C=C2\C=C(C)CC(C)C2)sc2ccccc21 (centres undefined) the results were Rv3671c protease -2, 3CLpro inhibitor 2, UGM FP inh -1.4, FBA Mtb inh 6, Vc quorum ag 1.2, GDH-TPI counter 12, Mtb BioA inh -3.1, VHR inh abs 21, MazF activator 0 and SSB-PriA inh 4.
For COc1cccc(/C=N/n2c(COc3ccccc3)n[nH]c2=S)c1 the results were Rv3671c protease -5, 3CLpro inhibitor 1, UGM FP inh -1.4, FBA Mtb inh -2, Vc quorum ag -0.6, GDH-TPI counter -3, Mtb BioA inh 1.3, VHR inh abs 10 and MazF activator 5.
For COc1cccc(C2C(C(N)=O)=C(C)Nc3nc(CCCO)nn32)c1OC (centres undefined) the results were Rv3671c protease 10, 3CLpro inhibitor -3, UGM FP inh -1.8, FBA Mtb inh 3, Vc quorum ag inactive, GDH-TPI counter -3, Mtb BioA inh -0.6, VHR inh abs 46, MazF activator 4 and SSB-PriA inh -8.
Cc1ccc(C2=NNC(=O)C(c3ccc(Cl)cc3)C2)cc1 (centres undefined) was read as Rv3671c protease 2, 3CLpro inhibitor 1, UGM FP inh -1.2, FBA Mtb inh 1, Vc quorum ag inactive, GDH-TPI counter 3, Mtb BioA inh 0.3, VHR inh abs 11, MazF activator 7 and SSB-PriA inh -4.
For CC(C)=CCN1CCN(Cc2cn[nH]c2C2CCCCC2)CC1CCO (centres undefined) the results were Rv3671c protease -6, 3CLpro inhibitor -4, UGM FP inh 1.8, VHR inh abs 9, MazF activator -29 and SSB-PriA inh -6.
For O=C(c1ccccc1)N1CCCOC1c1ccccc1 (centres undefined) the results were Rv3671c protease 5, 3CLpro inhibitor -2, UGM FP inh 1.6, FBA Mtb inh 5, Vc quorum ag -0.2, GDH-TPI counter -5, Mtb BioA inh 0.2, VHR inh abs 15, MazF activator 10 and SSB-PriA inh 5.
O=C(CC1OC(=O)c2ccccc21)NC1CCCCC1 (centres undefined) was read as Rv3671c protease 7, 3CLpro inhibitor 1, UGM FP inh 2.4, FBA Mtb inh 4, Vc quorum ag 6.2, GDH-TPI counter 2, Mtb BioA inh -0.8, VHR inh abs 2, MazF activator -5 and SSB-PriA inh 1.
Cc1occc1C(=O)NNC(=S)NCC(C)C was read as Rv3671c protease -2, 3CLpro inhibitor 3, UGM FP inh 0.4, FBA Mtb inh 2, Vc quorum ag inactive, GDH-TPI counter 9, VHR inh abs 35, MazF activator 4 and SSB-PriA inh 2.
`Cc1ccc(Cl)cc1NC(=O)COC(=O)CCN1C(=O)C2CC=CCC2C1=O` (centres undefined) gave Rv3671c protease 3, UGM FP inh -3.5, FBA Mtb inh 0, Vc quorum ag 0.6, GDH-TPI counter 7, Mtb BioA inh -0.2, MazF activator -2 and SSB-PriA inh -7.
For C[C@@H]1CN([C@H](C)CO)C(=O)CCCn2nncc2CO[C@@H]1CN(C)C(=O)C1CC1 the results were FBA Mtb inh 0, Vc quorum ag inactive, GDH-TPI counter 2, Mtb BioA inh 1.1&-1.1 and MazF activator -1.
For CCN(CC)S(=O)(=O)c1cccc(NC(=O)COc2ccc(Cl)cc2Br)c1 the results were Rv3671c protease -44, 3CLpro inhibitor 1, UGM FP inh 0.9, FBA Mtb inh -1, Vc quorum ag inactive, GDH-TPI counter -4, VHR inh abs 21, MazF activator -6 and SSB-PriA inh -6.
Screening COc1ccccc1-c1sc2cc3c(cc2c1C#CCO)OCO3 returned Rv3671c protease -2, UGM FP inh -2.0, FBA Mtb inh 7, Vc quorum ag -1.2, GDH-TPI counter 5, Mtb BioA inh -1.3, MazF activator 7 and SSB-PriA inh 11.
Cc1ccc(-n2c(Cn3nc(C(F)(F)F)cc3C)n[nH]c2=S)cc1 was read as Rv3671c protease -2, 3CLpro inhibitor -2, UGM FP inh -0.6, FBA Mtb inh 1, Vc quorum ag inactive, GDH-TPI counter 11, VHR inh abs 33, MazF activator -1 and SSB-PriA inh -8.
Screening NC(=O)c1sc2nc3c(c(-c4ccc(Cl)cc4)c2c1N)CCCC3 returned Rv3671c protease 0, 3CLpro inhibitor 5, UGM FP inh -0.2, FBA Mtb inh 0, Vc quorum ag -0.3, GDH-TPI counter -6, VHR inh abs 35, MazF activator 17 and SSB-PriA inh 2.
`O=C(c1cc2c(=O)oc3ccccc3c2s1)N1CCOCC1` gave Rv3671c protease -2, 3CLpro inhibitor 0, UGM FP inh 1.1, FBA Mtb inh -7, Vc quorum ag 7.7, GDH-TPI counter 5, Mtb BioA inh 3.2, VHR inh abs -4, MazF activator -10 and SSB-PriA inh -12.
O=C(NCCC1CCCCN1S(=O)(=O)c1ccc(Cl)cc1)C(=O)NCCN1CCOCC1 (centres undefined) was read as Rv3671c protease 1, UGM FP inh 0.7, FBA Mtb inh 1, Vc quorum ag inactive, GDH-TPI counter 13, Mtb BioA inh -4.6, MazF activator 0 and SSB-PriA inh -15&-9.
For O=C(Nc1ccc(Nc2ccccc2)cc1)c1c(Cl)cccc1Cl the results were Rv3671c protease 1, UGM FP inh 1.1, FBA Mtb inh -7, Vc quorum ag -0.3, GDH-TPI counter 0, Mtb BioA inh 3.8, MazF activator -13 and SSB-PriA inh 22.

Structural class: those above containing fluorine.
For Cc1ccc(C(=O)N2CCCC(CCC(=O)NCc3ccccc3F)C2)cn1 (centres undefined) the results were Rv3671c protease 0, 3CLpro inhibitor -3, UGM FP inh 0.5, FBA Mtb inh 2, Vc quorum ag inactive, GDH-TPI counter -12, Mtb BioA inh 2.0, VHR inh abs 20, MazF activator 1 and SSB-PriA inh 2.
Cc1ccc(-n2c(Cn3nc(C(F)(F)F)cc3C)n[nH]c2=S)cc1 was read as Rv3671c protease -2, 3CLpro inhibitor -2, UGM FP inh -0.6, FBA Mtb inh 1, Vc quorum ag inactive, GDH-TPI counter 11, VHR inh abs 33, MazF activator -1 and SSB-PriA inh -8.

The listing continues:
For Cc1ccc(C)c(S(=O)(=O)N2CCCOC2CNC(=O)C(=O)NC2CCCCC2)c1 (centres undefined) the results were Rv3671c protease -4, 3CLpro inhibitor -1, UGM FP inh -0.5, FBA Mtb inh -2, Vc quorum ag -0.9, GDH-TPI counter 2, Mtb BioA inh -1.6, VHR inh abs -2, MazF activator 4 and SSB-PriA inh -1.
Screening COc1cccc2cc(C(=O)NCCN3CCOCC3)oc12 returned Rv3671c protease 3, 3CLpro inhibitor -4, UGM FP inh 3.3, FBA Mtb inh 9, Vc quorum ag -0.4, GDH-TPI counter 1, Mtb BioA inh -0.1, VHR inh abs 1, MazF activator 5 and SSB-PriA inh -1.
For CC(C)CCN1C(=O)c2ccc(C(=O)Nc3ccc(Br)cc3C(=O)O)cc2C1=O the results were Rv3671c protease -17, 3CLpro inhibitor 8, UGM FP inh 0.9, FBA Mtb inh 1, Vc quorum ag -0.1, GDH-TPI counter 1, Mtb BioA inh 0.0, VHR inh abs 16, MazF activator 5 and SSB-PriA inh -2.
For CCOc1ccc(NC(=O)CN(C)C(=O)c2ccc3c(c2)C(=O)N(CCC(C)C)C3=O)cc1OCC the results were Rv3671c protease -2, 3CLpro inhibitor 2, UGM FP inh 0.5, FBA Mtb inh 2, Vc quorum ag -3.6, GDH-TPI counter 0, Mtb BioA inh -0.9, VHR inh abs 13, MazF activator -6 and SSB-PriA inh 0.
Screening O=C(CSc1nc2ccccc2c(=O)[nH]1)Nc1cccc([N+](=O)[O-])c1 returned Rv3671c protease 5, 3CLpro inhibitor 0, UGM FP inh -1.6, FBA Mtb inh -2, Vc quorum ag inactive, GDH-TPI counter 0, Mtb BioA inh -0.5, VHR inh abs -3, MazF activator 5 and SSB-PriA inh 1.
`O=C(O)CSCC(=O)N1N=C2/C(=C/c3ccccc3)CCCC2C1c1ccccc1` (centres undefined) gave Rv3671c protease 5, 3CLpro inhibitor 1, UGM FP inh 0.5, FBA Mtb inh 4, Vc quorum ag -0.6, GDH-TPI counter 13, Mtb BioA inh -1.6, VHR inh abs 26, MazF activator -2 and SSB-PriA inh -8.
Screening CC(CC(=O)c1ccccc1)=NCC(O)CN=C(C)CC(=O)c1ccccc1 (centres undefined) returned FBA Mtb inh 0, Vc quorum ag 0.7, GDH-TPI counter 55*, Mtb BioA inh 1.8 and MazF activator 5.
`CN(C(=O)COC(=O)c1ccc(S(=O)(=O)N2CCOCC2)cc1)c1ccccc1` gave Rv3671c protease 2, UGM FP inh -0.5, FBA Mtb inh -2, Vc quorum ag -2.9, GDH-TPI counter 2, Mtb BioA inh -1.5, MazF activator 8 and SSB-PriA inh -5.
`O=C(O)CC(NC(=O)Cc1ccccc1)c1ccccc1` (centres undefined) gave Rv3671c protease -3, 3CLpro inhibitor 2, UGM FP inh 0.2, FBA Mtb inh 0, Vc quorum ag -0.6, GDH-TPI counter 15, Mtb BioA inh -0.4, VHR inh abs 22, MazF activator 5 and SSB-PriA inh -9.
`O=C(NCc1ccncc1)c1ccc(Oc2ccccc2)cc1` gave Rv3671c protease 1, 3CLpro inhibitor -1, FBA Mtb inh -3, Vc quorum ag -0.7, GDH-TPI counter 3, VHR inh abs 3, MazF activator -3 and SSB-PriA inh -8.
Screening CCOC(=O)c1ccc(-n2nc(C)cc2C)cc1 returned Rv3671c protease 9, 3CLpro inhibitor -2, UGM FP inh -1.2, FBA Mtb inh 4, Vc quorum ag -0.4, GDH-TPI counter 7, VHR inh abs 4, MazF activator 4 and SSB-PriA inh -7.
Screening CCN(CC)S(=O)(=O)c1ccc(OC)c(NC(=O)CSCc2c(C)noc2C)c1 returned Rv3671c protease -10, UGM FP inh 3.4, FBA Mtb inh -1, Vc quorum ag inactive, GDH-TPI counter -2, Mtb BioA inh 2.2, MazF activator 5 and SSB-PriA inh -1.
Screening CCn1c(Cc2cccs2)nnc1SCC(=O)NC(C)(C)C returned Rv3671c protease 6, 3CLpro inhibitor -1, UGM FP inh 1.5, FBA Mtb inh 2, Vc quorum ag -0.4, GDH-TPI counter -1, VHR inh abs 27, MazF activator 1 and SSB-PriA inh -5.
CCOC(=O)N1CCN(S(=O)(=O)c2ccc(C(=O)N(CCN(C)C)c3nc4c(C)cccc4s3)cc2)CC1 was read as Rv3671c protease -11, 3CLpro inhibitor 2, UGM FP inh 0.6, FBA Mtb inh 4, Vc quorum ag 0.0, GDH-TPI counter 8, Mtb BioA inh 0.1, VHR inh abs 14, MazF activator 3 and SSB-PriA inh 24&10.
Screening O=C(COC(=O)C1(c2ccccc2)CC1)N1CCN(c2ccc(F)cc2)CC1 returned Rv3671c protease 6, 3CLpro inhibitor 9, UGM FP inh -1.7, FBA Mtb inh 2, Vc quorum ag inactive, GDH-TPI counter 8, Mtb BioA inh 0.1, VHR inh abs -33, MazF activator -5 and SSB-PriA inh 6.
COc1cc(/C=C(/C#N)C(=O)Nc2ccccc2)ccc1OCc1ccc(C(=O)O)cc1 was read as Rv3671c protease 9, 3CLpro inhibitor 0, UGM FP inh -2.2, FBA Mtb inh 4, Vc quorum ag inactive, GDH-TPI counter 17, VHR inh abs 18, MazF activator 4 and SSB-PriA inh 5.
Cn1c(=O)c2[nH]c(Cc3cccc(O)c3)nc2n(C)c1=O was read as FBA Mtb inh 0, Vc quorum ag inactive, GDH-TPI counter 3, Mtb BioA inh 2.1, MazF activator -21 and SSB-PriA inh 5.
